A549 viability – counter-screen for Nrf2 inhibitors: cytotoxicity in A549 cells. A549 ARE-Fluc cells, CellTiter-Fluor viability, 18-24 h. Potency, µM (highest dose often 46 µM), without a hit: at the top dose activity change, negative = cytotoxicity, hits mostly inhibitors. 390,000 compounds, 0.16% hits; further: potency means the concentration at half of the fitted maximal effect; on the % scale 0 is the no-effect control and ±100 the full control effect
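Cytotoxicity counterscreen: CellTiter-Fluor fluorescence was measured in A549 ARE_Fluc cells after 18-24 h of compound exposure in a concentration series. The subsequent BugLite luminescent read reports ARE-luciferase activity.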
Nrf2 ARE act – Nrf2 pathway activation. Potency, µM (series often up to 46.1 µM), inactives show at the top dose activation, hits mostly activators. 410,000 compounds, 0.31% hits. AREc32 ARE-luciferase reporter (MCF7-derived line), luminescence, 24 h; further: potency means the concentration at half of the fitted maximal effect; % of control where 0% means no effect; nearly all actives have a fitted effect of over 65% in size
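AREc32 cells carrying an ARE-driven firefly luciferase, 1000 cells/well in OPTI-MEM with 5% FBS, dosed after overnight attachment and incubated 24 hr at 37 deg C. Steady-Glo luminescence read after 30 min at RT.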
Nrf2 block – blocks Nrf2 signaling; A549 ARE-Fluc reporter, luciferase luminescence, 18-24 h; Potency, µM (top dose mostly 46 µM), inactives show at the top dose activity change, negative = inhibition, usual class: inhibitors; 360,000 compounds, 2.1% hits; further: potency means the concentration at half of the fitted maximal effect; on the % scale 0 is the no-effect control and ±100 the full control effect; nearly all actives have a fitted effect of over 60% in size
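A549 ARE_Fluc cells, 5000/well, 5% FBS OPTI-MEM; compounds in dose-response, 18-24 h at 37 °C/5% CO2; CellTiter-Fluor viability read (Ex 405/Em 525), then BugLite luciferase luminescence = Nrf2 activity.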
EPAC2 ag – EPAC2 (human) agonism. Q8WZA2. EPAC2 activation, biochemical qHTS; response scale: 100% = 6.5 mM cAMP response. Potency, µM (top dose mostly 154 µM), for the others: at the highest dose activation, hits mostly activators. 360,000 compounds, 0.079% hits; further: potency means the concentration at half of the fitted maximal effect; nearly all actives have a fitted effect of over 50% in size
Target sequence (Q8WZA2 whole entry, looked up): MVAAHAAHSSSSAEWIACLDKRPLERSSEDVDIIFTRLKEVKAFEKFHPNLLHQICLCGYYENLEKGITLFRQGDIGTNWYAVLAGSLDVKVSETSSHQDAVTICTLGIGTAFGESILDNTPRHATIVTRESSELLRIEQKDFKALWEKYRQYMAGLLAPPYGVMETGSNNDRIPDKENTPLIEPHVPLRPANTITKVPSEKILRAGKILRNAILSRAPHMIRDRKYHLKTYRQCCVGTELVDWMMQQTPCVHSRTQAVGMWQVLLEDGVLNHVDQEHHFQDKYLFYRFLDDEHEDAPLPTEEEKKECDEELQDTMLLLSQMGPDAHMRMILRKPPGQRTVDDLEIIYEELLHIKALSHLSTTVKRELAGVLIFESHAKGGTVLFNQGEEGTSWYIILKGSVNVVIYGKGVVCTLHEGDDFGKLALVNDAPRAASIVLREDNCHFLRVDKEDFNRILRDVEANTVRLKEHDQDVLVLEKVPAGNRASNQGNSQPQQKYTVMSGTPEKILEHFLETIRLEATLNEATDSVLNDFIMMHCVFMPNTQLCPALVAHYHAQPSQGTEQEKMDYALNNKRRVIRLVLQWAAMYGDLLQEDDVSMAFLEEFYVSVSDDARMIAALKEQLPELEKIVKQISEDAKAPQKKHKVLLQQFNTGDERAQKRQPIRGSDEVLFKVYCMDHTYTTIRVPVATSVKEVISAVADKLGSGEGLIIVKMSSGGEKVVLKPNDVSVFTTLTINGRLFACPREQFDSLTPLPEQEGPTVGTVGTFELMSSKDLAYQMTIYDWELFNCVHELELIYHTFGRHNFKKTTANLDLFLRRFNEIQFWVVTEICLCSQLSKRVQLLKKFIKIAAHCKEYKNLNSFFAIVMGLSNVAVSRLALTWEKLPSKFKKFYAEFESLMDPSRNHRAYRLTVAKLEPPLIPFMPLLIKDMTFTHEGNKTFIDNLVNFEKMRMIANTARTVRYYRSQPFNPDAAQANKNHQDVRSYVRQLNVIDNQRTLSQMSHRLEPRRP
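Compounds were titrated in qHTS against a Rap1B-BODIPY-GDP (250 nM) complex with EPAC2 (100 nM) and GDP (50 uM). BODIPY-GDP release tracked at 480/540 nm over 30 min at room temperature, normalized to 6.5 mM cAMP.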
MmCpn inh – M. maripaludis TRiC chaperonin inhibition; 330,000 compounds, 0.031% hits; Potency, µM (highest dose often 76.9 µM), for inactives: at the top dose activity, negative = inhibition, actives largely listed as inhibitors; purified Mm-Cpn ATPase, ADP Transcreener TR-FRET; AID 504842; further: potency means the concentration at half of the fitted maximal effect; on the % scale 0 is the no-effect control and ±100 the full control effect; nearly all actives have a fitted effect of over 80% in size
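Purified archaeal chaperonin (25 nM final) was preincubated with compound for 10 min at 37°C, then ATP (10 uM final) was added for 30 min at 37°C in Tris pH 7.4/KCl/MgCl2/DTT buffer. ADP was quantified by HTRF Transcreener TR-FRET.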
CCT chaperon mod – changes cytosolic chaperonin activity. purified chaperonin ATPase assay, HTRF ADP detection, 30 min. activity change, % (no concentration beside the values), hits read low. 360,000 compounds, 0.3% hits; in the data active means activity change below about -30%; further: on the % scale 0 is the no-effect control and ±100 the full control effect
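Enzyme 40 or 20 nM (batch-dependent) in Tris pH 7.4/KCl/MgCl2/DTT; cpd 76 uM single point; ATP 10 uM; 30 min 37 °C; Transcreener ADP HTRF detection, 30 min RT; ratio 665/615.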
Akt phos inh – blocks phosphorylation of Akt | Neuro2A IGF-stimulated pAkt S473 HTRF, 20 min; active compounds read low | activity change, % for hits at 50 µM | 360,000 compounds, 0.32% hits | AID 651550; in the data active means activity change below about -80%; inconclusive means mostly about -51% to -80%; further: on the % scale 0 is the no-effect control and ±100 the full control effect
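Neuro2A cells in DMEM with 0.5% FBS, overnight at 37 deg C, given compound at single 50 µM final, then IGF (6 nM final) for 20 min at 37 deg C. Lysed; phospho-Akt Ser473 by HTRF after 24 h, 665/615 ratio.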
TGFb inhibitor – blocks TGF-b signaling. HepG2 CAGA-GFP TGF-b/SMAD3 reporter, GFP fluorescence, 18 h; TGF-beta stimulated, 500 pg/mL final. Potency, µM (doses to about 46.1 µM), inactives show at the top dose activity, negative = inhibition, hits mostly inhibitors. 410,000 compounds, 1.2% hits. AID 588855; further: potency means the concentration at half of the fitted maximal effect; on the % scale 0 is the no-effect control and ±100 the full control effect; nearly all actives have a fitted effect of over 65% in size
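HEPG2 CAGA-GFP reporter cells (1000/well, DMEM with 1% FBS) received compounds, then recombinant TGF-beta at 500 pg/mL final for 18 hours at 37 degrees C. Per-cell GFP summed per well was normalised to unstimulated and stimulated DMSO controls before curve fitting.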
EPAC2 antag – EPAC2 (human) antagonism; Q8WZA2; EPAC2 GEF exchange of Rap1B-BODIPY-GDP, fluorescence; Potency, µM (top dose mostly 114 µM), for the others: at the highest dose activity, negative = inhibition, hits mostly inhibitors; 360,000 compounds, 0.18% hits; AID 720708; further: potency means the concentration at half of the fitted maximal effect; on the % scale 0 is the no-effect control and ±100 the full control effect; nearly all actives have a fitted effect of over 45% in size; many of its hits are not listed in these tables
Starred values were filed as active, the others as inactive; i = inactive; ? = inconclusive; · = not tested or not shown; [ ] = remark or other dose. Unless noted, the call rests on the fitted dose curve; in most records, active means well fitted curve in the direction sought with a large enough effect; inconclusive means small, poorly fitted or top-dose-only effect, or another doubt; inactive means no such curve, though single readings can be large; an effect the other way counts as inactive or inconclusive. Some of the compounds tested. The share of hits here may be higher or lower than overall.

SMILES	A549 viability	Nrf2 ARE act	Nrf2 block	EPAC2 ag	MmCpn inh	CCT chaperon mod	Akt phos inh	TGFb inhibitor	EPAC2 antag
O=S(=O)(c1ccc(Oc2ccccc2)cc1)N1CCOCC1	-1%	0.3%	·	13%	-1%	0.7	i	8%	-8%
COc1cccc(-c2nnc(-c3ccco3)o2)c1	1%	?	?	13%	1%	-3.2	i	-1%	-9%
Cc1cc(C)cc(NC(=O)N2CCc3ccccc3C2)c1	-2%	-0.1%	7%	2%	-1%	-1.2	i	-24%	-1%
CCc1cc(C(=O)Cc2ccccn2)c(O)cc1O	-6%	12%	1%	12%	0%	-1.4	i	0%	2%
c1ccc(-c2nn3nnnc3c3ccccc23)cc1	-2%	-0.4%	-17%	12%	?	-2.2	i	15%	4%
Cc1nc2cc(NC(=O)N3CCC(c4ccccc4)C3)ccc2n1C (centres undefined)	5%	0.4%	7%	-6%	3%	-1.6	i	-16%	-1%
N#Cc1ccc(-c2ccc(F)cc2)nc1Sc1ccccc1	?	0.0%	?	-7%	0%	-0.1	i	-33%	17%
CCCc1cc(C(=O)N2CCCC(Nc3ccc(C)c(C)c3)C2)n(C)n1 (centres undefined)	2%	1.8%	6%	10%	0%	-1.0	i	?	1%
C/C(=N\OCC(=O)Nc1c(C)cc(C)cc1C)c1ccc2c(c1)OCCO2	11%	-0.1%	1%	2%	0%	0.5	i	5%	-8%
Cc1c(C(=O)CN2CCCC(C)(C)C2)c2ccccc2n1C	-5%	0.5%	-2%	6%	1%	-1.7	i	-11%	3%
CCN(CC(=O)Nc1c(F)cccc1F)C(=O)CNC(=O)c1ccc(Br)o1	-4%	-0.1%	2%	3%	0%	0.8	i	3%	14%
CN(c1ccccc1C(=O)N1CCN(c2ccccc2F)CC1)S(=O)(=O)c1ccccc1	-5%	-0.8%	4%	4%	-1%	-4.1	i	-8%	-9%
COc1ccc(CCC(=O)NCc2ccco2)cc1	-1%	17%	?	3%	0%	1.7	i	3%	16%
COc1ccc2c(c1)-c1nc(/N=C/c3c(O)ccc4ccccc34)sc1CC2	-4%	-0.7%[9.22 µM]	-9%	-4%	-1%	-6.5	i	?	0%
NS(=O)(=O)c1ccc(CCNC(=O)c2ccccc2Cc2ccccc2)cc1	0%	0.2%	?	12%	-1%	0.9	i	-8%	-4%

Brought forward from above: 4 compounds, followed by the next part.
SMILES	A549 viability	Nrf2 ARE act	Nrf2 block	EPAC2 ag	MmCpn inh	CCT chaperon mod	Akt phos inh	TGFb inhibitor	EPAC2 antag
CN(c1ccccc1C(=O)N1CCN(c2ccccc2F)CC1)S(=O)(=O)c1ccccc1	-5%	-0.8%	4%	4%	-1%	-4.1	i	-8%	-9%
COc1ccc(CCC(=O)NCc2ccco2)cc1	-1%	17%	?	3%	0%	1.7	i	3%	16%
COc1ccc2c(c1)-c1nc(/N=C/c3c(O)ccc4ccccc34)sc1CC2	-4%	-0.7%[9.22 µM]	-9%	-4%	-1%	-6.5	i	?	0%
NS(=O)(=O)c1ccc(CCNC(=O)c2ccccc2Cc2ccccc2)cc1	0%	0.2%	?	12%	-1%	0.9	i	-8%	-4%
Cc1nn(CCc2nn[nH]n2)c2nc(C(F)(F)F)cc(C(F)(F)F)c12	-7%	-0.4%	-4%	-22%	-1%	1.6	i	-4%	-3%
CCc1ccc(CN(C)CC(=O)Nc2ccc3c(c2)CCC3)cc1	1%	0.2%	1%	15%	-3%	-0.7	i	-6%	-24%
O=C(C1CCN(S(=O)(=O)c2cccc3nsnc23)CC1)N1CCc2ccccc21	-19%	0.2%	-27%	0%	0%	-3.0	i	-18%	0%
COc1ccc(CC(=O)N/N=C/c2cc(Br)cs2)cc1OC	-7%	-1.1%	?	5%	-1%	0.3	i	4%	-9%
Cc1nn(-c2ccccc2)c(Cl)c1C(=O)N(C)CC(=O)Nc1cccc(F)c1	-6%	0.7%	?	1%	1%	-0.7	i	0%	-4%
O=[N+]([O-])c1ccc(-c2nc(NCC3CCCO3)c3ccccc3n2)cc1 (centres undefined)	-8%	0.8%	?	10%	1%	2.1	i	18%	-6%
COCCNc1ccnc2c(Cl)cccc12	-12%	0.0%	5%	4%	-2%	-2.2	i	10%	25%
COc1cccc(CNC(=O)CN(C)S(=O)(=O)c2ccc(Br)s2)c1	-3%	-0.2%	8%	0%	0%	-9.9	i	-18%	-1%
COc1ccc(N2CCN(C(=O)CNC(=O)c3ccc(Br)o3)CC2)cc1	-16%	-0.4%	?	5%	-2%	0.4	i	-17%	2%
Cc1ccc(C(=O)OCC(=O)NC2CC2)s1	-1%	2.5%	0%	5%	-2%	-2.7	i	-1%	3%
Cc1nc(SCC(=O)NC(C)(C#N)C2CC2)c2c(-c3cccs3)csc2n1 (centres undefined)	-21%	2.2%	?	4%	-10%	-1.4	i	-40%	5%
CCOc1ccc(C2=NNC(c3cccs3)=Nc3ccc(OC)cc32)cc1	-13%	3.4%	-27%	13%	0%	-1.0	i	-3%	-6%
COc1ccc(N/C(C)=C/C(=O)c2ccccc2)cc1	1%	3.5%	?	2%	-10%	-1.4	i	0%	-4%
C=CCC1(N(C(C)=O)c2ccccc2)CCCCC1	-3%	-0.4%	9%	17%	0%	-1.0	i	?	-2%
O=C(C1CCCN(S(=O)(=O)c2cccs2)C1)N1CCc2ccccc2C1 (centres undefined)	2%	3.7%	?	24%	-1%	-1.5	i	-13%	-5%

Structures shown so far that contain an aryl thioether with sulfur outside any ring:
SMILES	A549 viability	Nrf2 ARE act	Nrf2 block	EPAC2 ag	MmCpn inh	CCT chaperon mod	Akt phos inh	TGFb inhibitor	EPAC2 antag
N#Cc1ccc(-c2ccc(F)cc2)nc1Sc1ccccc1	?	0.0%	?	-7%	0%	-0.1	i	-33%	17%
Cc1nc(SCC(=O)NC(C)(C#N)C2CC2)c2c(-c3cccs3)csc2n1 (centres undefined)	-21%	2.2%	?	4%	-10%	-1.4	i	-40%	5%

Other structures follow:
SMILES	A549 viability	Nrf2 ARE act	Nrf2 block	EPAC2 ag	MmCpn inh	CCT chaperon mod	Akt phos inh	TGFb inhibitor	EPAC2 antag
Cc1ccc(NC(=O)Cn2c(=O)n(Cc3ccc4c(c3)OCO4)c(=O)c3ccc(C(=O)NC4CCCCC4)cc32)cc1	2%	-0.2%	8%	·	·	·	·	-2%	·
COc1ccc(/C=C(\NC(=O)c2ccc(OC)cc2)C(=O)Nc2ccccc2C(=O)O)cc1	-2%	0.3%	11%	-7%	1%	-0.2	i	10%	-4%
CC(C)OCCCNS(=O)(=O)c1ccc2c(c1)oc(=O)n2C	1%	-0.3%	0%	6%	0%	-2.3	i	2%	-7%
COP(=O)(OC)C(Nc1ccc(Cl)cc1)c1ccccc1 (centres undefined)	1%	-0.8%	-19%	6%	2%	-4.4	i	4%	-22%
COCCNC(=O)c1ccccc1NC(=O)c1ccccc1N(C)S(=O)(=O)c1ccc(C)cc1	9%	-1.5%	·	15%	·	-0.7	i	-10%	-10%
CCOC(=O)c1ccc(NC(=O)CSc2c3c(nc4cc(Cl)ccc24)CCCC3)cc1	0%	?	-18%	·	·	·	·	-20%	·
Cc1ccc(N2C(=O)[C@@H]3[C@H](C2=O)C2c4ccccc4C=NN2[C@@H]3C(=O)c2ccc(Cl)cc2)cc1 (some centres undefined)	3%	0.5%	-4%	10%	1%	-0.7	i	0%	6%
CS(=O)(=O)N(CC(=O)N1CCN(Cc2ccccc2)CC1)c1ccccc1Br	11%	1.7%	-1%	1%	3%	-0.8	i	-17%	-7%
O=C(Cn1nc(C(F)(F)F)c2c1CCCC2)Nc1ccc2c(c1)OCO2	-2%	-0.3%	-5%	-5%	1%	-1.8	i	-16%	5%
Cc1ccc(-c2nn(C)c(=O)c3ccccc23)cc1S(=O)(=O)NCCN1CCOCC1	9%	2.5%	-11%	9%[15.6 µM]	-3%	-0.4	·	-4%	13%
C/C(=N\NC(=O)c1nnn(-c2nonc2N)c1CN1CCCCC1)c1ccccc1O	2%	-0.5%	?	6%	-1%	-3.5	i	-26%	4%
Cc1ccc(C(C)C)c(OCC(=O)Nn2c(=O)[nH]c3ccccc3c2=O)c1	-11%	-0.1%	?	-8%	2%	-0.7	i	0%	-11%
CC(=O)c1ccc(NC(=O)C(C)Sc2nnc3ccccn23)cc1 (centres undefined)	-3%	-0.3%	12%	-1%	0%	-1.3	i	-7%	12%
CCCC1=Nc2cc(C(=O)NCc3ccc(OC)cc3)ccc2Sc2ccc(C)cc21	-9%	-1.1%	-8%	·	·	·	·	-9%	·
Cc1cnc(CNC(=O)c2ccc3sc([C@H]4C[C@H](O)[C@@H](CO)O4)nc3c2)cn1	·	-1.1%	·	5%	·	-0.9	i	2%	9%
CC(C)=N/N=C1/NC(=O)C(c2ccc(Cl)cc2)S1 (centres undefined)	-6%	0.1%	5%	4%	·	-0.6	i	?	15%
Cc1onc(-c2ccccc2Cl)c1C(=O)N(C)Cc1ccccc1	-6%	-0.6%	-3%	12%	0%	-0.6	i	0%	-1%
CCCCn1nnnc1C(c1cccc2ccccc12)N1CCN(C/C=C/c2ccccc2)CC1 (centres undefined)	·	0.0%	·	13%	·	-1.9	i	11µM*	8%
CC1=C(C(=O)N2CCOCC2)C(c2ccc(-c3ccccc3)cc2)NC(=S)N1 (centres undefined)	-9%	-0.2%	-19%	9%	-1%	-4.5	i	-16%	4%

Screens deposited in PubChem by National Center for Advancing Translational Sciences (NCATS).
